From PubChem
Growth percent in the NCI-60 one-dose screen (48 h, 10 µM unless noted): 100 = growth as untreated, 0 = no growth, -100 = all killed.
HOP-92: HOP-92 NSCLC cells. actives 6.3% (n = 71,000)
CCRF-CEM: CCRF-CEM leukemia | actives 7% (n = 77,000)
RPMI-8226: RPMI-8226 leukemia cells; actives 7.5% (n = 77,000); AID 1794781
SR: SR leukemia cells. actives 8.7% (n = 73,000)
EKVX: EKVX NSCLC | actives 3% (n = 71,000) | AID 1794765
K-562: K-562 leukemia. actives 7.4% (n = 78,000). AID 1794777
HOP-62: HOP-62 NSCLC; actives 3.9% (n = 80,000)
MOLT-4: MOLT-4 leukemia cells; actives 6.9% (n = 80,000); AID 1794779
* marks the source's active call; other numbers are inactive results; · = no result given; & = joins results of further samples. Rule for the calls: active = growth percent below 10; inactive = the rest. Rows were taken by chance. About 13% of those tested had a hit in this group.

Values run as follows: HOP-92 | CCRF-CEM | RPMI-8226 | SR | EKVX | K-562 | HOP-62 | MOLT-4
CCOC(=O)C1=C(C(=O)OCC)N(c2ccc(OC)cc2)C(N)=C(C#N)C1c1cc(=O)[nH]c2ccccc12 (stereo unspecified)
 : 54 | 110 | 87 | 94 | 90 | · | 100 | ·
CCN=C1Cn2c(nc3scc(-c4ccccc4)c3c2=O)CN1CC
 : 74 | · | 84 | 43 | 96 | 49 | 99 | 98
Cc1ccc(S(=O)(=O)Nc2ccc(Cl)cc2C(=O)NO)cc1
 : 89 | 95 | 99 | 104 | · | 100 | 103 | 106
Cc1nc2c(nnn2-c2ccccc2)c2nc(-c3ccccc3)oc(=O)c12
 : 107 | 111 | 113 | 105 | 99 | 106 | · | 112
Nc1ccc(C(=O)O)cc1[N+](=O)[O-]
 : 104 | 84 | 87 | 98 | 93 | 88 | 79 | 110
Cc1cc(=O)oc2cc(OS(=O)(=O)N(C)C)ccc12
 : 104 | 102 | · | 93 | 103 | 108 | 95 | 106
COc1ccc2[nH]c(=O)cc(NNC(=S)Nc3ccccc3)c2c1
 : 92 | 90 | 96 | 97 | 98 | 95 | 81 | 100
CC(C)C1CCC(OC(=O)c2ccccc2Cl)CC1 (stereo unspecified)
 : · | 105 | 106 | 95 | 103 | 99 | · | 103
O=c1c2ccccc2nc(CN2CCCCC2)n1/N=C/c1ccccc1
 : · | 107 | 107 | 99 | 95 | 99 | 98 | 106
COc1ccc(-c2nc(SCC(C)C)nc(Cl)c2C#N)cc1
 : 104 | 88 | 115 | 70 | 98 | 93 | 96 | 102
NC(N)=NS(=O)(=O)c1ccc(N=NC2C(=O)NN(c3ccc([N+](=O)[O-])cc3[N+](=O)[O-])C2=O)cc1 (stereo unspecified)
 : 103 | 101 | 90 | 113 | 94 | 74 | 87 | 87
COc1cc(OC)c2c(c1Cl)O[C@]1(C2=O)C(OCc2ccccc2)=CC(=NCCC(=O)O)C[C@H]1C
 : 96 | 98 | 108 | 112 | 96 | 112 | 99 | 96
O=C(CCN1CCCCC1)c1cccs1
 : 110 | 96 | 107 | 106 | 121 | 106 | 115 | 96
CCOc1cc(/C=N/N=C(N)N)ccc1O
 : 41 | 104 | 103 | 105 | 111 | 100 | 97 | 111
O=C(Nc1ccccc1)C(O)c1ccccc1 (stereo unspecified)
 : 103 | 96 | 96 | 95 | 101 | 102 | 106 | 109
Cc1cc(C)c2[nH]c(=O)c(C(c3nnnn3Cc3ccc(F)cc3)N3CCN(C4CCCCC4)CC3)cc2c1 (stereo unspecified)
 : 72 | 108 | 82 | 97 | 82 | 99 | 92 | 54
COc1cc(NC(=O)Nc2cccc(Cn3c(=O)[nH]c4ccc(Oc5ncccn5)cc4c3=O)c2)cc(OC)c1
 : 91 | 79 | 68 | · | 98 | 80 | 81 | 51
COc1ccc(C2=NN(C(C)=O)C(c3cn(Cc4ccc(Cl)cc4)c4ccccc34)C2)cc1 (stereo unspecified)
 : 61 | 71 | 50 | 66 | 58 | 53 | 86 | 68
CCOC(=O)C1CC(O)CN1C (stereo unspecified)
 : 94 | 103 | 106 | 110 | 96 | 107 | 103 | 108
CC(C)(N)COCOCC(C)(C)N
 : 72 | · | 111 | 117 | · | 105 | 97 | 101
COC(=O)c1cc(N=C2NC(=O)/C(=C/C=C/c3ccccc3)S2)ccc1O
 : 34 | 21 | 19 | 28 | 54 | 14 | 44 | 32
O=C(O)c1[nH]c(=O)[nH]c(=O)c1Cl
 : 88 | 101 | 100 | 101 | 97 | 102 | 95 | 101
O=C1C[C@H](c2ccccc2)[C@H](c2ccccc2)C1
 : 71 | 95 | 83 | 99 | 106 | 111 | 98 | 95
Cc1cc(=O)oc2c(O)c(O)ccc12
 : 100&93 | 96&87 | 106&97 | 80&93 | 104&111 | 102&94 | 96&102 | 93&96
O=C(Nc1ccc(Cl)cc1)Nc1cccc(-c2cc(=O)c3ccccc3o2)c1
 : 97 | 91 | 95 | 95 | 91 | 107 | 103 | 101
CCCn1cc(/C=N\N=C2\C(=O)Nc3ccccc32)c2ccccc21
 : 76 | 77 | 76 | 66 | 90 | 72 | 96 | 75
COC(=O)c1cc(-c2ccc(Cl)c(Cl)c2)[nH]c(=O)c1C#N
 : 91 | 104 | 112 | · | 94 | 108 | 95 | 107
CC(=O)NCC1=C(C)C=C2C(=O)[C@](C)(O)C3(CC3)C(C)=C21
 : -14* | 52 | 83 | · | -26* | · | -54* | ·
N#CC(C#N)=Cc1c(-c2ccccc2)[nH]c2ccccc12
 : 45 | · | -25* | 32 | 66 | 13 | 36 | 27
CC(=O)c1cc2c(cc1C)C(C)(C)CCC2C (stereo unspecified)
 : 99 | 100 | · | 89 | 105 | 90 | 98 | 96

Compounds from the list above that have an aryl methoxy group (six):
Values run as follows: HOP-92 | CCRF-CEM | RPMI-8226 | SR | EKVX | K-562 | HOP-62 | MOLT-4
CCOC(=O)C1=C(C(=O)OCC)N(c2ccc(OC)cc2)C(N)=C(C#N)C1c1cc(=O)[nH]c2ccccc12 (stereo unspecified)
 : 54 | 110 | 87 | 94 | 90 | · | 100 | ·
COc1ccc2[nH]c(=O)cc(NNC(=S)Nc3ccccc3)c2c1
 : 92 | 90 | 96 | 97 | 98 | 95 | 81 | 100
COc1ccc(-c2nc(SCC(C)C)nc(Cl)c2C#N)cc1
 : 104 | 88 | 115 | 70 | 98 | 93 | 96 | 102
COc1cc(OC)c2c(c1Cl)O[C@]1(C2=O)C(OCc2ccccc2)=CC(=NCCC(=O)O)C[C@H]1C
 : 96 | 98 | 108 | 112 | 96 | 112 | 99 | 96
COc1cc(NC(=O)Nc2cccc(Cn3c(=O)[nH]c4ccc(Oc5ncccn5)cc4c3=O)c2)cc(OC)c1
 : 91 | 79 | 68 | · | 98 | 80 | 81 | 51
COc1ccc(C2=NN(C(C)=O)C(c3cn(Cc4ccc(Cl)cc4)c4ccccc34)C2)cc1 (stereo unspecified)
 : 61 | 71 | 50 | 66 | 58 | 53 | 86 | 68

Additional structures
Values run as follows: HOP-92 | CCRF-CEM | RPMI-8226 | SR | EKVX | K-562 | HOP-62 | MOLT-4
COc1ccc(OC)c(-c2[nH]c3ncc(-c4ccc(Cl)cc4)n3c(=O)c2C#N)c1
 : 100 | 101 | 100 | 103 | 103 | 91 | 99 | 91
N#Cc1ccc(-c2csc(Nc3ccc4nc5n(c(=O)c4c3)CCC5)n2)cc1
 : 169 | 52 | 109 | 94 | 99 | 97 | 108 | 93
CCOC(=O)N1C(=O)NC(=O)C1c1ccccc1 (stereo unspecified)
 : 89 | 96 | 101 | 115 | 95 | 115 | 101 | 105
O=c1[nH]c2ccc(Cl)cc2[nH]1
 : 96 | 89 | 112 | 87 | 91 | 101 | 110 | 98
COc1ccc(OCCCBr)cc1
 : · | · | 98 | 89 | · | 95 | 103 | 95
COc1ccc2nc(-c3ccc(OC)c(OC)c3)cc(-c3nnc(SC/C(=N\O)c4ccccc4)n3-c3ccccc3)c2c1
 : 81 | 72 | 63 | 66 | 86 | 71 | 81 | 48
CCOC(=O)C(=CNc1ccc2n[nH]nc2c1)C(=O)OCC
 : 116 | 105 | 103 | 89 | · | 109 | 100 | 105
Cc1cccc(/C=C/C(=O)Nc2ncc(Cc3cccc(C)c3)s2)c1
 : · | 10.0* | 19 | 6.5* | 37 | 12 | 32 | 22
COc1cc(-c2nnc3c4[nH]ccc4ncn23)ccc1O
 : 34 | 67 | 84 | 14 | 91 | 60 | 78 | 24
CCOc1ccccc1NCN1C(=O)c2ccccc2C1=O
 : 107 | 97 | 104 | 99 | 102 | 132 | 130 | 113
NC(=O)Nc1cnc(Nc2ccc(N3CCOCC3)cc2)nc1Oc1ccc(C(F)(F)F)cc1
 : 113 | 84 | 66 | · | 100 | 83 | 98 | ·
COc1ccc([N+](=O)[O-])cc1NC(=O)N(C)Cc1ccco1
 : · | 102 | 117 | 66 | 104 | 82 | 106 | 95
N#CC(C(=O)O)=C1CCCCCC1
 : 89 | · | 105 | 124 | · | 100 | 102 | 105
CCc1ccc(CNc2ccc(N3CCOCC3)c(C(=O)O)c2)cc1
 : 105 | 102 | 109 | 104 | 98 | 111 | 90 | 99
CC(Cc1ccccc1)N(C)C(=O)CN1C(=O)c2ccccc2C1=O (stereo unspecified)
 : · | 84 | 89 | 98 | 117 | 115 | 103 | 105
C=C1C(=O)O[C@H]2[C@H]1CC/C(C(=O)N[C@H]1C[C@H](O[C@H]3C[C@](O)(C(=O)CO)Cc4c(O)c5c(c(O)c43)C(=O)c3c(OC)cccc3C5=O)O[C@@H](C)[C@H]1O)=C\CC[C@@]1(C)O[C@@H]21
 : 75 | 68 | 65 | 30 | 97 | 77 | 73 | 55
COc1cccc(/C=C2/C[C@]3(C)[C@H]4CC[C@@H]5[C@@H](/C(C)=C\CC=C(C)C)CC[C@@]5(C)[C@]4(C)CC[C@H]3C(C)(C)C2=O)c1OC
 : 103 | 100 | 100 | 106 | 91 | 95 | 105 | 99
CC1=NN(c2ccccc2)C(=O)C1CCC#N (stereo unspecified)
 : 98 | 102 | 99 | 125 | 97 | 101 | 101 | 112
NC(=O)NC1CCCCC1
 : · | 105 | 123 | 148 | 85 | 130 | 88 | 126
C=CCn1c(SCC(=O)Nc2ccc(C(=O)/C=C/c3ccc(Cl)cc3)cc2)nnc1-c1c[nH]c2ccccc12
 : 80 | 75 | 2.7* | 71 | 56 | 51 | 89 | 66
COC(=O)c1ccc2c(c1)C(=O)N(CCc1ccccc1)C2=O
 : 88 | 91 | 96 | 102 | 95 | · | 94 | 99
CCCCCN(CCCCC)C(=O)C(CCC(=O)O)NC(=O)c1ccc(Cl)c(Cl)c1 (stereo unspecified)
 : · | 114 | 118 | 94 | 109 | 115 | 102 | 102
CSc1nc(NCCN2CCOCC2)c(C#N)c(-c2cccc(N)c2)n1
 : 86 | 108 | 108 | · | 93 | 98 | 86 | 105
CN1CCN(C2=C(Cl)C(=O)c3ccccc3C2=O)CC1
 : 102 | 76 | · | 24 | 89 | 23 | 95 | 80
O=[N+]([O-])c1c(O)cccc1O
 : 110 | 106 | 110 | 82 | 129 | 109 | 98 | 86
S=c1[nH]c2ccccc2n1CCc1ccncc1
 : 94 | 89 | 90 | 76 | 103 | 123 | 97 | 77
O=C(Nc1ccccc1O)C1C(=O)C(=O)N(c2ccccc2O)C1=O (stereo unspecified)
 : 95 | 72 | 36 | 64 | 78 | 76 | 86 | 48
CCN(CC)c1ccc(C(=N)c2ccc(N(CC)CC)cc2)cc1
 : -31* | 12 | -32* | · | 12 | -4.1* | -83* | -23*
CCCCCCOC(=O)N1CCCCC1C (stereo unspecified)
 : 117 | 94 | 106 | · | 109 | 98 | 112 | 95
CCOC(=O)c1cccnc1Nc1ccc(NC(=O)Nc2c(C)cccc2Cl)cc1
 : 111 | 101 | 102 | 99 | 106 | 110 | 103 | 102

Random excerpt: 2 compounds from above
Values run as follows: HOP-92 | CCRF-CEM | RPMI-8226 | SR | EKVX | K-562 | HOP-62 | MOLT-4
O=C(Nc1ccccc1O)C1C(=O)C(=O)N(c2ccccc2O)C1=O (stereo unspecified)
 : 95 | 72 | 36 | 64 | 78 | 76 | 86 | 48
C=CCn1c(SCC(=O)Nc2ccc(C(=O)/C=C/c3ccc(Cl)cc3)cc2)nnc1-c1c[nH]c2ccccc12
 : 80 | 75 | 2.7* | 71 | 56 | 51 | 89 | 66

More records.
Short forms: A = HOP-92; B = CCRF-CEM; C = RPMI-8226; D = SR; E = EKVX; F = K-562; G = HOP-62; H = MOLT-4
> CC(C)(C)Nc1c(-c2ccc(-c3ccccc3)cc2)nc2ccccn12
  A = 101	B = 77	C = 81	D = 65	E = 86	F = 62	G = 95	H = 87
> C=C(CNCCc1ccc(O)cc1)[C@@H]1CC[C@]2(CO)CC[C@]3(C)[C@H](CC[C@@H]4[C@@]5(C)CCC(=O)C(C)(C)[C@@H]5CC[C@]43C)[C@@H]12
  A = 35	B = -10.0*	C = -12*	D = -25*	E = 80	F = -26*	G = 84	H = 1.2*
> Cc1ccc(O)c(NC(=O)c2cccc(Nc3ccnc(C(F)(F)F)c3)c2)c1
  A = 78	B = -1.2*	C = -1.2*	D = 40	E = 42	F = 41	G = 86	H = -4.9*
> O=C(O)CSCC(=O)N1CCN(c2cc3c(cc2F)c(=O)c(C(=O)O)cn3C2CC2)CC1
  A = 109	B = 99	C = ·	D = 104	E = 99	F = 98	G = 107	H = 97
> O=c1[nH]ncc(N/N=C(/C=C/c2ccc(C/C(=N/Nc3cn[nH]c(=O)c3Cl)c3ccccc3)cc2)c2ccccc2)c1Cl
  A = 76	B = 28	C = 31	D = ·	E = 98	F = ·	G = 84	H = ·
> Cn1cc(/C=C2\C(=O)N(CCCCCCn3c4ccccc4c(=O)c4ccccc43)c3ccccc32)c2ccccc21
  A = 61	B = 100	C = 89	D = 87	E = 107	F = 96	G = 105	H = 83
> O=C(O)c1ccc(C(O)c2ccccc2)cc1 (stereo unspecified)
  A = ·	B = ·	C = 102	D = 88	E = ·	F = 94	G = 100	H = 97
> FC(F)(F)c1ccc(-c2cn3nc(-c4c[nH]c5ccc(Br)cc45)sc3n2)cc1
  A = 88	B = 95	C = 107	D = 86	E = 69	F = 98	G = 99	H = 88
> O=C1Nc2ccc(Cl)cc2/C1=N/c1nc(-c2ccc(F)cc2)cs1
  A = 34	B = 11	C = 8.4*	D = 2.0*	E = 44	F = 15	G = 54	H = 2.0*
> COc1ccc(C(=O)Nc2ncc(Cc3cccc(Cl)c3)s2)cc1OC
  A = 55	B = 17	C = 21	D = 17	E = 34	F = 12	G = 4.7*	H = 29
> CCCCC/C=N/Nc1ccc([N+](=O)[O-])cc1[N+](=O)[O-]
  A = 111	B = 65	C = 90	D = 92	E = 82	F = 53	G = 105	H = 68
> COc1cccc(C(=O)N(c2ccc(F)cc2)C(C(=O)NC(C)(C)C)c2cc3c(C)cc(C)cc3nc2Cl)c1 (stereo unspecified)
  A = 40	B = 49	C = 36	D = 53	E = 53	F = 49	G = 73	H = 32
> Cc1cc(C)c2c(Nc3ncnc4c3sc3nc(C)cc(C)c34)n[nH]c2n1
  A = 102	B = 95	C = 99	D = 94	E = ·	F = 93	G = 95	H = 94
> C#CCSC(=N)N
  A = ·	B = 84	C = 93	D = 91	E = ·	F = 103	G = 111	H = 97
